EP2 modulator – EP2 receptor modulators, cAMP readout, primary screen, cell-based, HTRF cAMP, PGE2 stimulation | 0.83% of 260,000 active | EP2-expressing cells, cAMP HTRF FRET, PGE2 co-stimulation | Prostaglandin E2 receptor EP2 subtype (Homo sapiens), P43116 | AID 940, 2007 | induction, % at 25 µM;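 active = compounds whose cAMP rise, as percent of the full-agonist control response, exceeds 60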;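 note: rat C6 glioma line stably carrying human EP2 under a CMV promoter; the protocol text gives 20 µM as final concentration; 100% = response of wells given 1 µM PGE2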
p97 ATPase inh – inhibitors of human p97 ATPase, primary screen, biochemical; Transitional endoplasmic reticulum ATPase (Homo sapiens), P55072; recombinant p97 ATPase, Kinase-Glo ATP luminescence, 3 h; inhibition, % at 8 µM; 0.42% of 220,000 active; in the data active = inhibition above about 15%;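 note: 0% = DMSO vehicle and 100% = wells lacking enzyme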
NPY-Y2 PAM-ag – NPY-Y2 potentiators or agonists, primary screen, cell-based; cells expressing NPY-Y2, potentiator/agonist read-out; activation, % at 3.6 µM; 0.45% of 220,000 active; AID 1359, 2008; in the data active = activation above about 27%;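 note: cells stimulated with NPY near EC25 plus isoproterenol at EC100; 0% = vehicle plus submaximal agonist and 100% = vehicle plus saturating agonist; some results beyond the cut were filed as inactive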
eIF4E-4G inh – eIF4E–eIF4G protein interaction inhibitors, primary screen, biochemical, uHTS, TR-FRET, eIF4GI fragment; TR-FRET eIF4E-eIF4GI(517-606) binding, 2 h; inhibition, % at 21.7 µM; 0.37% of 220,000 active; AID 782, 2007;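 active = inhibition above about 30%, limit read from the data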;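 note: 0% = full FRET control wells and 100% = background wells lacking eIF4GI fragment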
NPY-Y1 antag – NPY-Y1 receptor antagonists, primary screen, cell-based | Neuropeptide Y receptor type 1 (Homo sapiens), P25929 | HEK293-CNG Y1 cells, membrane potential fluorescence; NPY at EC95, then isoproterenol | inhibition, % at 3.6 µM | 1% of 200,000 active | AID 1040, 2008;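 active = inhibition above the campaign mean inhibition of all tested compounds plus 3 SD, cut at about 20% in these data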;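 note: 0% = DMSO wells given NPY plus isoproterenol and 100% = isoproterenol alone without NPY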
Target sequence (P25929 whole entry, looked up): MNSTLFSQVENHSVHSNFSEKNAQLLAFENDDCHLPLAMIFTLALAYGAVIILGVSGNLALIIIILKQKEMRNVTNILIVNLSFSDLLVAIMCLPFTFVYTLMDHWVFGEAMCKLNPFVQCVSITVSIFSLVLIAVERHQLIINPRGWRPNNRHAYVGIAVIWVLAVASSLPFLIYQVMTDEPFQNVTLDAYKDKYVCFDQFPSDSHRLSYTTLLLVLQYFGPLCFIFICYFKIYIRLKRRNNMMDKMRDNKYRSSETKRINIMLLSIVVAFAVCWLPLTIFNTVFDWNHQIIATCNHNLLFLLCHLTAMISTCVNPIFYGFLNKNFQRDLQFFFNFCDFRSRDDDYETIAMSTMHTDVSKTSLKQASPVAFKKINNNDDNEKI
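Material: HEK293 Y1/CNG channel cell line | Also added: NPY (25 nM), isoproterenol (1 µM), Ro 20-1724 (25 µM) | Compound: One concentration, 3.6 µM, in 0.4% DMSO | Schedule: 3 h dye uptake, 1 h room-temperature compound, 45 min post-isoproterenol | Signal: Membrane-potential fluorescent dye readout | Read-out: % inhibition of NPY effect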
S1P4 agonist – S1P4 receptor agonists, primary screen, cell-based; S1P4-expressing cell line, agonist reporter assay; Sphingosine 1-phosphate receptor 4 (Homo sapiens), O95977; 0.35% of 220,000 active; activation, % at 4.98 µM; in the data active = activation above about 11%;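 note: 0% = DMSO vehicle and 100% = reference agonist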
Target sequence (O95977 whole entry, looked up): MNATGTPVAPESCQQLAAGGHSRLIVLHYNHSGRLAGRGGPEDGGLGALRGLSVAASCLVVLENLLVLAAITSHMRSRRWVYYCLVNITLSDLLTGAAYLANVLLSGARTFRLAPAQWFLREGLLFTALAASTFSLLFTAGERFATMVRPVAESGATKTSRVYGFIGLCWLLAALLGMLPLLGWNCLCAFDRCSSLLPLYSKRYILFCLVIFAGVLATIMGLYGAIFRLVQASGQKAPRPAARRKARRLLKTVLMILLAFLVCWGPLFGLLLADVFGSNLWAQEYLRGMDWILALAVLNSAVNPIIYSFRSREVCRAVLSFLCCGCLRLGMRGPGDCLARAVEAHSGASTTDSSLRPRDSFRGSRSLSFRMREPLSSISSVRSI
PGE2 EP2 inh – human EP2 receptor antagonists, primary screen, TR-FRET cAMP, C6 glioma cells | Prostaglandin E2 receptor EP2 subtype (Homo sapiens), P43116 | C6 glioma cells expressing human EP2; cells stimulated with saturating PGE2 | inhibition, % at 25 µM | 0.52% of 260,000 active | AID 1422, 2008;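 active = percent inhibition above 40 after rounding to a whole number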;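 note: rat C6 glioma host cells with rolipram phosphodiesterase inhibitor present; the protocol text gives 20 µM as final concentration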
S1P4 antagonist – S1P4 receptor antagonists, primary screen, cell-based. Sphingosine 1-phosphate receptor 4 (Homo sapiens), O95977. S1P4-expressing cells, antagonist mode, reporter read-out. inhibition, % at 4.98 µM. 0.26% of 220,000 active. AID 1510, 2009; in the data active = inhibition above about 29%;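 note: 0% = wells stimulated with agonist and 100% = vehicle wells without agonist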
NPY-Y1 PAM-ag – NPY-Y1 receptor potentiators or agonists, primary screen, cell-based; NPY-Y1 expressing cells, potentiator/agonist activation; activation, % at 3.6 µM; 0.37% of 220,000 active; AID 1304, 2008; in the data active = activation above about 33%, passing the limit was not always enough;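 note: cells stimulated with NPY at EC10 then isoproterenol at EC100; 0% = low agonist plus stimulus and 100% = saturating agonist plus stimulus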
* = called active by the depositor; x = not tested or not shown; & = joins results of further samples; [ ] = another dose, or the depositor's remark. An excerpt (hit frequency here may not be typical).

Compound | EP2 modulator | p97 ATPase inh | NPY-Y2 PAM-ag | eIF4E-4G inh | NPY-Y1 antag | S1P4 agonist | PGE2 EP2 inh | S1P4 antagonist | NPY-Y1 PAM-ag
CCOC(=O)C1(Cc2ccc(Cl)cc2)CCN(C(=O)CCc2cnccn2)CC1 | -12.2 | 0.0 | -7.7 | 0.8 | 1.2 | 0.4 | 4.3 | -30.3 | 6.3
O=C(CSc1ccc(Cl)cc1)OCc1nnc(-c2ccccc2)o1 | 7.4 | -2.8 | -7.2 | 0.5 | 9.9 | -0.3 | 10.9 | -23.8 | -41.4
Cc1nnc(N(Cc2ccco2)C(=O)c2cccc(C#N)c2)s1 | 0.4 | 3.7 | -0.3 | -0.7 | -0.2 | -2.5 | 6.1 | 4.2 | -13.0
CCCNC(=O)c1cccc(Br)c1 | -30.0 | 8.2 | 18.7 | 0.1 | -0.1 | 1.2 | 6.2 | -11.1 | 15.3
C/C(=N\NC(=O)C(C)Oc1ccc([N+](=O)[O-])cc1)c1ccccn1 (configuration not stated) | -13.2 | -7.2 | -12.0 | -11.0 | 6.3 | -0.5 | x | 4.0 | -21.8
Cc1cc(C)c(S(=O)(=O)N(C)CC(=O)NCc2ccncc2)c(C)c1 | -12.6 | 3.6 | -0.6 | 3.8 | 6.0 | -0.2 | 9.2 | 11.0 | 2.7
Cn1c(SCCOc2cccc(Cl)c2)nnc1-c1ccncc1 | 17.8 | -4.2 | -7.8 | -3.6 | -6.2 | -0.1 | 9.8 | -8.1 | -1.9
CC(=O)Nc1ccc(-c2nc3c(C)cccc3[nH]2)cc1 | -22.9 | 3.9 | -14.6 | 5.7 | -0.1 | -2.5 | 8.0 | -14.3 | -12.5
COc1cccc(-c2nnc(SCC(=O)Nc3cc(C)on3)o2)c1 | 13.0 | 1.5 | -0.2 | -2.1[fluorescence artefact?] | 2.4 | 0.3 | 9.6 | -20.2 | -5.3
O=S(=O)(Cc1ccccc1)Nn1cnnc1 | 8.1 | 4.0 | 9.9 | 0.3 | -2.4 | 0.5 | 6.3 | -5.1 | 5.0
COc1ccc(C[C@@H]2CN3C(=NC[C@@H]3C)N2CCNC(=O)c2ccc(C)c(Br)c2)cc1 | -36.8 | 3.4 | -22.2 | -1.0 | 6.4 | 1.1 | 6.3 | 21.5 | -6.5
O=C(c1cc(-c2cccnc2)nc2ccc(Br)cc12)N1CCN(c2ncccn2)CC1 | 23.7 | 1.5 | 6.8 | -1.5 | -1.8 | 0.2 | 23.1 | -4.5 | 0.5

(more compounds)
Compound | EP2 modulator | p97 ATPase inh | NPY-Y2 PAM-ag | eIF4E-4G inh | NPY-Y1 antag | S1P4 agonist | PGE2 EP2 inh | S1P4 antagonist | NPY-Y1 PAM-ag
CCn1c(SCC(=O)Nc2ccccc2)nc2nc3c(cc2c1=O)COC(C)(C)C3 | -12.8 | 0.5 | -16.1 | -9.1 | x | 0.8 | 3.3 | 0.3 | -11.3
CC(C)c1nc(SCC(=O)NCc2ccccc2)n[nH]1 | 23.2 | 1.3 | 10.0 | -1.1 | 4.2 | 0.2 | 4.2 | -21.2 | -1.1
O=C(Nc1ccc2c(c1)CCC2)c1cccc(S(=O)(=O)Nc2ccccc2Cl)c1 | -80.2 | 1.7 | 14.8 | 0.6 | -2.1 | 1.1 | 6.8 | -20.5 | 54.9*
c1ccc(Nc2nc(-c3cccs3)cs2)nc1 | -9.1 | -0.8 | 17.8 | -1.2 | -6.4 | 1.1 | 13.4 | -15.3 | -11.4
N#Cc1ccc(CN2CCN(C(=O)c3ccccc3)CC2)c(Cl)c1 | -1.5 | 0.4 | 2.6 | -4.0 | -3.6 | -0.5 | 1.1 | 2.3 | -12.3
O=C(Nc1cccc(C(F)(F)F)c1)c1ccc2nc(-c3ccco3)c(-c3ccco3)nc2c1 | -23.8 | -0.6 | -5.3 | 11.2[fluorescence artefact?] | -1.2 | 1.5 | 12.1 | 4.2 | 6.3
O=C1CCCc2c1nc(-c1ccccc1)n2O | 18.7 | -0.2 | -2.9 | 8.5 | -2.9 | -0.2 | 6.2 | -16.8 | -21.5
O=C(COc1ccccc1)Nc1ccc(Cl)cc1Cl | -1.1 | 3.4 | 3.7 | 1.0 | 15.3 | 0.1 | 7.0 | -17.5 | -10.6
CCn1c(SCC(=O)Nc2cc(C)on2)nc2sc3c(c2c1=O)CCCC3 | 8.5 | -1.1 | -3.7 | -1.9 | 10.9 | 0.3 | x | -6.2 | -35.8
CN(CCCOc1ccccc1Br)Cc1ccccc1 | 22.5 | 0.1 | -2.3 | 2.6 | 1.8 | -2.4 | 5.8 | -10.0 | 3.5
Cn1cccc1C(=O)C(=O)Nc1ccccc1C(F)(F)F | 22.6 | 2.7 | -10.0 | 4.6 | -2.0 | -0.1 | 5.4 | 2.0 | -11.5
CC1(C)Nc2ccccc2C(=O)N1NC(=O)c1ccccc1 | 7.6 | -0.8 | -3.6 | -1.7 | -2.5 | 1.0 | 2.8 | -2.5 | 21.6

Additional records follow:
Compound | EP2 modulator | p97 ATPase inh | NPY-Y2 PAM-ag | eIF4E-4G inh | NPY-Y1 antag | S1P4 agonist | PGE2 EP2 inh | S1P4 antagonist | NPY-Y1 PAM-ag
O=C(c1ccc(N2C(=O)CCC2=O)cc1)N1CCN(c2ccccc2)CC1 | -20.8 | 0.6 | 1.2 | 8.2 | 0.7 | -1.0 | 6.9 | -8.8 | -3.7
CCCCC(=O)Nc1ccc(C(=O)Nc2ccc(S(=O)(=O)Nc3ccc(C)cc3)cc2)cc1 | -42.4 | 1.4 | 21.5 | 11.9 | -11.4 | 0.8 | 6.4 | 12.0 | 59.5*
Cc1[nH]c2ccc(C(=O)NCC(C)(C)N3CCOCC3)cc2c1C | 1.6 | 2.1 | -2.6 | -1.5 | 0.4 | -1.2 | 6.8 | -16.3 | 3.5
CCNC(=O)NC(=O)CSc1ccc2ccccc2c1 | -4.9 | 3.5 | -12.4 | 0.7 | 8.7 | -0.3 | 5.0 | -18.9 | 13.5
COc1ccccc1NC(=O)Cn1nc(-c2ccc(Cl)cc2)c2ccccc2c1=O | -11.1 | 2.5 | 3.5 | -12.4 | 12.2 | -1.9 | 12.7 | -14.3 | 9.6
COC(=O)C1=C(C)n2cnnc2NC1c1ccc(Cl)cc1 (configuration not stated) | 11.7 | 1.8 | -1.6 | -1.9 | 9.8 | 0.5 | 6.9 | 2.8 | -2.0
CC(O)C(=O)N/N=C/c1ccccc1C(=O)O (configuration not stated) | 38.0 | 5.4 | -9.7 | -3.9 | 3.5 | 1.6 | 8.4 | -14.1 | 10.0
CCC1CCCCN1Cc1ccc(OC)c(C)c1C (configuration not stated) | 17.9 | -1.9 | -18.1 | -2.4 | 5.4 | 0.4 | 15.8 | -17.4 | -14.6
COC(=O)c1[nH]c2ccccc2c1NC(=O)CN1CCCCCC1 | 1.5 | 2.3 | 2.6 | -2.7[fluorescence artefact?] | 2.1 | 1.0 | 10.7 | -6.5 | 7.3
CC(C)c1nnc(N2C(=O)C(O)=C(C(=O)c3cccs3)C2c2ccccc2)s1 (configuration not stated) | 20.5 | 0.7 | -9.3 | 3.1 | 16.6 | 3.6 | 24.5 | -16.3 | 1.6
CCOc1ccccc1NC(=O)/C(C#N)=C/c1c(C)nn(-c2ccccc2)c1Cl | -3.2 | 2.2 | -6.8 | 10.5 | -4.1 | 0.2 | 5.6 | 0.3 | 7.5
Cc1c(Br)ccc(NC(=O)COc2ccccc2C(N)=O)c1C | -38.2 | -4.3 | -11.5 | 3.9 | -0.8 | -1.1 | 4.7 | -3.9 | 12.3

The list goes on.
Compound | EP2 modulator | p97 ATPase inh | NPY-Y2 PAM-ag | eIF4E-4G inh | NPY-Y1 antag | S1P4 agonist | PGE2 EP2 inh | S1P4 antagonist | NPY-Y1 PAM-ag
N#Cc1ncc(C(F)(F)F)cc1Sc1ccccc1N | 33.4 | -4.4 | -7.0 | -4.0 | 0.8 | -0.7 | 8.7 | 18.1 | -4.7
O=C(Nc1ccc2nc(-c3ccccn3)[nH]c2c1)C1CCCCC1 | -60.8 | 0.6 | -3.3 | -7.7 | -6.7 | 1.0 | 7.2 | -12.9 | -1.5
COc1cccc(OCCCCN2CCCCC2)c1 | -8.2 | 3.5 | 8.1 | 0.2 | 7.7 | -1.2 | 5.0 | -9.7 | 10.0
COc1ccc(CNC(=O)c2cc(-c3ccccc3O)n[nH]2)cc1 | -49.1 | -3.1 | -13.4 | -6.2 | 4.7 | 0.8 | 8.1 | -2.8 | -26.9
COC(=O)c1cccc(S(=O)(=O)N2CCC(NC(=O)Nc3cccc(F)c3)CC2)c1 | -53.6 | 2.2 | 11.1 | -8.0 | -1.5 | 0.7 | 7.8 | -6.2 | 16.0
CCc1ccccc1NC(=S)NCC1CCN(c2ccc(OC)cc2)C1 (configuration not stated) | -28.9 | 1.0 | -3.0 | 16.0 | x | 0.1 | 2.8 | -10.9 | 14.2
CCCc1cc(=O)[nH]c(SCC(=O)N(CC)C2CCS(=O)(=O)C2)n1 (configuration not stated) | 20.9 | 2.0 | -11.1 | -2.2 | 3.6 | -0.2 | 14.3 | -12.1 | 1.5
O=C1CSC(c2cn(-c3ccccc3)nc2-c2cc3ccccc3oc2=O)N1Cc1ccco1 (configuration not stated) | 27.5 | 3.1 | -8.9 | 2.4[fluorescence artefact?] | 12.6 | -1.4 | x | -16.6 | -15.3
S=c1[nH]nc(CSc2nc3ccccc3s2)n1Cc1ccccc1 | 53.5 | -3.7 | -3.6 | 6.3 | 15.5 | 0.9 | 10.1 | -5.3 | -7.6
COc1cc(NC(=O)C2CC(=O)NC3=C2C(=O)CCC3)c(OC)cc1Cl (configuration not stated) | 39.1 | 5.8 | -21.3 | 6.7[fluorescence artefact?] | 4.3 | -0.3 | 5.7 | 0.3 | -6.0
Cc1nnc(SC(C)C(=O)NCC2CCCO2)n1-c1ccccc1 (configuration not stated) | 14.6 | -5.8 | -0.3 | 1.7 | -2.0 | 1.4 | 4.8 | 6.1 | -24.9
O=C(CSC1=NCCN1)NC1CCCCCC1 | -10.9 | 2.5 | 7.1 | 1.6 | 1.0 | -1.7 | 12.9 | -13.0 | -3.3

Next section
Compound | EP2 modulator | p97 ATPase inh | NPY-Y2 PAM-ag | eIF4E-4G inh | NPY-Y1 antag | S1P4 agonist | PGE2 EP2 inh | S1P4 antagonist | NPY-Y1 PAM-ag
O=C1CCCC/C1=C/Nc1ccc2c(c1)OCO2 | 13.8&-45.5 | 0.7 | 12.1 | -3.9 | -3.2 | -1.8 | 4.8&8.8 | -27.2 | 10.9
CN(C)c1oc(-c2cccs2)nc1C#N | 13.5 | 1.9 | -17.9 | -1.8 | 5.7 | 1.8 | x | 7.5 | 1.6
COc1ccc(C2=NN(C(C#N)c3ccc(OC)cc3)C(c3ccccc3)C2)cc1 (configuration not stated) | 2.8 | -1.8 | -5.6 | -2.8[fluorescence artefact?] | 4.3 | -2.2 | 2.4 | 0.8 | -6.0
CCCOc1nc2c(c(=O)n(C)c(=O)n2C)n1CC | x | 6.6 | -13.6 | x | -3.8 | 1.6 | x | -3.5 | -13.8
